# HttQ103 aggreg – inhibitors of mutant huntingtin aggregate formation in PC12 cells | PC12 HttQ103-GFP aggregates, Acumen cytometry, 40 h | Potency, µM (top dose mostly 46.1 µM), without a hit: at the top dose activity change, negative = inhibition, usual class: inhibitors | 220,000 compounds, 1.1% hits | AID 1688; also: potency is read from the fitted curve at half-maximal effect; % is scaled to controls: 0 for no effect and ±100 for the full control effect; nearly all actives have a fitted effect of over 60% in size
#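 Ecdysone-promoter PC12 model expressing HTT exon 1 Q103 fused to GFP, induced by tebufenozide at 100 nM final. Compounds titrated; aggregates sized 1–25 µm scored on a 488 nm laser cytometer.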
# Lamin A splicing – changes lamin A minigene splicing in HeLa cells. HeLa LMNA splicing GFP/RFP minigene ratio, 48 h. Potency, µM (doses to about 46.1 µM), without a hit: top-dose ratio change, negative = inhibition, most hits filed as inhibitors. 200,000 compounds, 0.01% hits. AID 1487; active = well fitted inhibition curve with a large enough effect in the signal ratio, with a control signal flat, not every such curve was filed as active; inconclusive = small, poorly fitted or top-dose-only effect, or effect the other way, or a change in a side signal; the % refers to the signal ratio; also: potency is read from the fitted curve at half-maximal effect; % is scaled to controls: 0 for no effect and ±100 for the full control effect
#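 Read-out is the ratio of GFP to DsRed2 object intensity, acquired by 488 nm laser-scanning cytometry on HeLa lamin A-EGFP minigene reporter cells. Compound incubation 48 hrs at 37 °C in Opti-MEM with 2% FBS; DMSO 0.5% final.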
# IMPase Li inh – membrane-permeable IMPase blocker, potentiated with lithium; CHO-M1 cells, IP1 TR-FRET (IP-One), carbachol + lithium; Potency, µM (highest dose often 59.4 µM), without a hit: at the highest dose activity, negative = IMPase inhibition, hits mostly inhibitors; 210,000 compounds, 0.35% hits; AID 1457;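 also: IP1 builds up when IMPase is blocked and the TR-FRET signal falls; potency is read from the fitted curve at half-maximal effect; plate controls were basal vehicle for no effect and high inhibitor control for full effect; nearly all actives have a fitted effect of over 50% in size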
#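 CHO cells stably expressing M1 receptor (2000/well) were cultured 16–30 h, then exposed to compounds with a small lithium addition for 30 min at 37C. IP1 was measured by TR-FRET competition; AC50 from Hill fits.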
# CBFb-RUNX1 inh – CBF-beta/RUNX1 interaction disruption; Q01196+Q13951; AlphaScreen CBFb-His/RUNX1-biotin binding, biochemical; 230,000 tested, under 10 active; Potency, µM (highest dose often 59.8 µM), without a hit: at the top dose activity, negative = inhibition, usual class: inhibitors; AID 1477; also: % of control where 0% means no effect
# Target sequence (Q01196 whole entry, looked up): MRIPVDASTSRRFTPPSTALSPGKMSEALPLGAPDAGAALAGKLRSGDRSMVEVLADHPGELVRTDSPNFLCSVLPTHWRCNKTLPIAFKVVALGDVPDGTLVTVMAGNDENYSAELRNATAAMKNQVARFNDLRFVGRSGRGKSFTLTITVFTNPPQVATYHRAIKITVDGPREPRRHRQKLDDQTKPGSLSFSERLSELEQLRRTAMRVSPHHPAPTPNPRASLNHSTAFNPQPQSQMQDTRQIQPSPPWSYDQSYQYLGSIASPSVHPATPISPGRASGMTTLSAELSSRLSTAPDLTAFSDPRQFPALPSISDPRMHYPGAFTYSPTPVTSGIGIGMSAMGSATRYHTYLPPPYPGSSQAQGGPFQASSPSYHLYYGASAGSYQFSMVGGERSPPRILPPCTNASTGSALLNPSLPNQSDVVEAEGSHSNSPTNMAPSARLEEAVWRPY
# Target sequence (Q13951 whole entry, looked up): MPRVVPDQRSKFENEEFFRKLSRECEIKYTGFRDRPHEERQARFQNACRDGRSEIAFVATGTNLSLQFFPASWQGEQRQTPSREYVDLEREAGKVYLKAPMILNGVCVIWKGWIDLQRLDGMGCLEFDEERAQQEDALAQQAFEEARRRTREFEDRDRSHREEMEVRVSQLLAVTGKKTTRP
#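 AlphaScreen binding: CBFb-His and RUNX1-biotin (30 nM each) preincubated 20 min, compound added for 15 min, then nickel and streptavidin beads for 90 min, all at room temperature. Disruption of the interaction by any mechanism counts as activity.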
# KinaseGlo FLuc – Kinase-Glo luciferase inhibition (counter-screen); Q27757; Kinase-Glo luciferase, ATP luminescence, 8 min; Potency, µM (top dose mostly 38.3 µM), for inactives: top-dose activity change, negative = inhibition, actives largely listed as inhibitors; 200,000 compounds, 0.28% hits; also: potency is read from the fitted curve at half-maximal effect; % is scaled to controls: 0 for no effect and ±100 for the full control effect; nearly all actives have a fitted effect of over 60% in size
#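 Kinase-Glo luciferase light output from ATP and luciferin was measured with 10 uM ATP, within the enzyme's linear range. Buffer: 50 mM imidazole pH 7.2, 50 mM KCl, 7 mM MgCl2, 0.01% Tween 20, 0.05% BSA; luminescence read after 8 min at ambient temperature.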
# SMN2 splice up – enhancers of SMN2 splice variant expression | Potency, µM (top dose mostly 46.1 µM), for inactives: at the top dose activity change, positive = activation, hits mostly activators | AID 1458 | HEK293 SMN2-luciferase splicing reporter, luminescence, 30-36 h | 210,000 compounds, 2.8% hits; also: potency is read from the fitted curve at half-maximal effect; % of control where 0% means no effect; nearly all actives have a fitted effect of over 55% in size
#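 qHTS luciferase splicing reporter: luminescence rises when SMN2 exon 7 is included in transfected HEK293 cells. Compound exposure lasted 30-36 h at 37C, with 4.5 mM final sodium butyrate as control, followed by a ONE-Glo read.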
# HTT ATP protect – protects HTT-Q103 PC12 cells, measured by ATP; PC12 HTT-Q103 induced, cytoprotection, ATP luminescence, 40 h; Potency, µM (highest dose often 56.4 µM), without a hit: cytoprotection (ATP increase), usual class: activators; 230,000 compounds, 0.14% hits; AID 1471;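 also: potency is read from the fitted curve at half-maximal effect; % of control where 0% means no effect; nearly all actives have a fitted effect of over 45% in size; toxic huntingtin expression switched on by the ecdysone agonist tebufenozide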
#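 PC12 cells stably carrying ecdysone-inducible Htt exon 1 (Q103)–GFP were induced with 100 nM tebufenozide (final) alongside library compounds in a dose series. Cytoprotection was scored as retained ATP by ATPlite luminescence.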
# The depositor's hits bear a star; ? = inconclusive; nt = not tested or not shown; & = joins results of further samples; [ ] = another dose, or the depositor's remark. Unless noted, calls follow the shape of the dose curve; as a rule, active = well fitted curve in the direction sought with a large enough effect; inconclusive = small, poorly fitted or top-dose-only effect, or another doubt; inactive = no such curve, though single readings can be large; an effect the other way counts as inactive or inconclusive.
# Each structure is followed by: HttQ103 aggreg | Lamin A splicing | IMPase Li inh | CBFb-RUNX1 inh | KinaseGlo FLuc | SMN2 splice up | HTT ATP protect
1. COc1ccccc1-n1cc(C(=O)NCC(=O)N2CCN(c3ccccc3)CC2)c2ccccc2c1=O
    7% | 0% | -9%[38.3 µM] | -3% | -3% | ? | -102%[inhibitor]
2. COc1ccc(N2CC(O)(c3ccc(C)cc3)[N+]3=C2CCCC3)cc1 (stereo not given)
    -23% | nt | 12% | -4% | 0% | -1% | -10%
3. CC(C)(C)NC(=O)NC(=O)COC(=O)COc1ccc(Cl)cc1Cl
    17% | -2%[46 µM] | 13% | -1% | -1% | -5% | -1%[10 µM]
4. NC(=S)N/N=C/c1ccc(-c2cc(Cl)ccc2Cl)o1
    -2%[9.22 µM] | ? | 42%[activator][38.3 µM] | -3% | 4% | -25% | 37%
5. C=CCSc1nnc(-c2cc(C(C)(C)C)nn2Cc2ccc(F)cc2)n1C
    0%[9.22 µM] | nt | nt | 9% | nt | nt | -5%[10 µM]
6. CCOc1cnc(-c2ccccc2F)o1
    7% | -2%[46 µM] | 10% | 4% | -2% | 19% | nt
7. Cc1ccc(C)n1NC(=O)c1ccccc1[N+](=O)[O-]
    9%[9.22 µM] | ? | 10% | -1% | -4% | -1% | -57%[inhibitor][1.9 µM]
8. CCOC(=O)C1CCCN(C(=O)c2cn(CC)c(=O)c3cc(OC)c(OC)cc23)C1 (stereo not given)
    14% | 7% | 8%[38.3 µM] | 6% | -3% | 4% | -2%
9. CC(C)c1onc(C(=O)N2CCCCC2C)c1[N+](=O)[O-] (stereo not given)
    -4% | -4% | 2% | -4% | -1% | 12%[1.84 µM] | 12%[10 µM]
10. O=C(O)CCSc1nnc(CNc2ccc(Cl)cc2)n1Cc1ccccc1
    9% | -6% | -14% | 17% | -3% | 7% | nt
11. CC(C)N(C(=O)CSc1nnc(NC(=O)C2CCC2)s1)C(C)C
    12% | 3% | 22%[38.3 µM] | 8% | 0% | -28% | -19%[1.9 µM]
12. O=C(CCN1C(=O)/C(=C/c2ccccc2Cl)SC1=S)NC1=NCCS1
    27% | nt | 0% | ? | 0% | -29% | ?
13. CC1CCN(CCC(=O)N/N=C/c2ccc([N+](=O)[O-])cc2)CC1
    -22% | -18%[46 µM] | 7% | 2% | -2% | 0% | -17%
14. CCCc1c(C)nc2ccc(OC)cc2c1SCCC(=O)O
    -7% | -19% | -8% | -7% | -3% | -5%[1.84 µM] | 17%[10 µM]
15. Cc1cc(OCCN2CCOCC2)nc2ccccc12
    -3% | 1% | 2%[38.3 µM] | -1% | -5% | 7% | -2%
16. COC(=O)[C@H]1C[C@@H]1[C@H](NC(=O)c1ccccc1)c1ccccc1
    -1% | 6% | 5%&-5% | 0%[2.36 µM] | 2%&3% | -1%&-5% | -6%
17. O=C(CSc1nncs1)N1CCN(S(=O)(=O)c2ccccc2)CC1
    21% | nt | 4% | 7% | 4% | 4% | ?
18. COc1ccc(C(=O)OCC(=O)c2ccccc2)cc1S(=O)(=O)N1CCOCC1
    -4% | -6% | 1%[38.3 µM] | -4% | -1% | 13% | -15%
19. O=C(CCSCCc1ccccn1)Nc1c(F)cc(F)cc1Br
    -1% | -9% | -8% | 2% | -2% | 4%[1.84 µM] | -48%[inhibitor][10 µM]
20. Cc1cc(=O)oc2cc(OCCCN3C(=O)c4ccccc4C3=O)ccc12
    1% | -4% | -9% | 0% | -2% | -5% | -4%[10 µM]
21. O=C(Cn1c(-c2cncs2)nc2ccccc21)NCc1ccccc1
    13% | 15% | 29%[38.3 µM] | 6% | 0% | -7% | -4%
22. CCOCCCNC(=O)CN1C(=O)C(CC)Oc2ccccc21 (stereo not given)
    3% | 2%[0.0737 µM] | -3%[38.3 µM] | -1% | 0% | 0% | -10%
23. Cc1cc(NS(=O)(=O)c2ccc(NC(=O)C(C)Oc3ccc4c(C)cc(=O)oc4c3)cc2)no1 (stereo not given)
    4% | 6% | 32%[38.3 µM] | 1% | 2% | 35% | -1%
24. COc1ccc(CC(NC(=O)c2ccccc2)C(=O)NCC(=O)O)cc1 (stereo not given)
    12% | -1% | 4%[38.3 µM] | -2% | 2% | -18% | 37%
25. C=CCNC(=O)c1onc(CSc2ccccc2F)c1C(=O)O
    -9% | 2%[0.0737 µM] | 5%[38.3 µM] | -4% | 6% | -9% | -2%
26. COC(=O)CCC(=O)OC1(C)C(=O)C=C2C=C(c3ccsc3)OC=C2C1=O (stereo not given)
    nt | nt | 12% | -4% | 0% | 22% | -28%
27. CCc1ccc(OCCCC(=O)Nc2nnc(C3CCCO3)s2)cc1 (stereo not given)
    -16%[9.22 µM] | ? | 2% | 2% | -2% | nt | -17%[10 µM]
28. CCOC(=O)c1sc(=S)n(-c2ccccc2Cl)c1C
    -2%[9.22 µM] | nt | nt | 4% | nt | nt | 0%[10 µM]
29. Cc1nnsc1S(=O)(=O)Cc1ccccc1C(F)(F)F
    -2% | nt | 27% | -12% | 5% | 6% | ?
30. CC1=C(C(=O)Nc2ccc(F)c(F)c2)C(c2cccs2)NC(=S)N1 (stereo not given)
    -2% | 3% | 2% | 3% | 3% | -20% | -13%[10 µM]

# Overlap with the part before: six entries, then new ones.
# Each structure is followed by: HttQ103 aggreg | Lamin A splicing | IMPase Li inh | CBFb-RUNX1 inh | KinaseGlo FLuc | SMN2 splice up | HTT ATP protect
25. C=CCNC(=O)c1onc(CSc2ccccc2F)c1C(=O)O
    -9% | 2%[0.0737 µM] | 5%[38.3 µM] | -4% | 6% | -9% | -2%
26. COC(=O)CCC(=O)OC1(C)C(=O)C=C2C=C(c3ccsc3)OC=C2C1=O (stereo not given)
    nt | nt | 12% | -4% | 0% | 22% | -28%
27. CCc1ccc(OCCCC(=O)Nc2nnc(C3CCCO3)s2)cc1 (stereo not given)
    -16%[9.22 µM] | ? | 2% | 2% | -2% | nt | -17%[10 µM]
28. CCOC(=O)c1sc(=S)n(-c2ccccc2Cl)c1C
    -2%[9.22 µM] | nt | nt | 4% | nt | nt | 0%[10 µM]
29. Cc1nnsc1S(=O)(=O)Cc1ccccc1C(F)(F)F
    -2% | nt | 27% | -12% | 5% | 6% | ?
30. CC1=C(C(=O)Nc2ccc(F)c(F)c2)C(c2cccs2)NC(=S)N1 (stereo not given)
    -2% | 3% | 2% | 3% | 3% | -20% | -13%[10 µM]
31. O=C1c2ccccc2C(Nc2ccccc2F)N1c1cccnc1 (stereo not given)
    -7% | -2% | -14%[38.3 µM] | -1% | -2% | -5% | 3%
32. Cn1nc(C(F)(F)F)c(-c2ccc(F)cc2)c1NC(=O)c1ccco1
    14%[9.22 µM] | nt | nt | 10% | nt | nt | 19%[10 µM]
33. CCCCCCCCCCCCC/C=C/[C@@H](O)[C@H](CO)NC(=O)CCCCCCC
    nt | nt | -4%&3% | 12%&-7% | 1% | 7%&16% | 8%&-7%
34. Cc1ccc(-c2noc(CCC(=O)N(C)c3ccccc3C)n2)cc1
    ? | ? | 6%[38.3 µM] | 2% | 8% | -25% | 2%
35. CC1CCCCC1NC(=O)Cn1cnc2ccccc2c1=O (stereo not given)
    15% | 5% | -5%[38.3 µM] | 1% | 0% | -17% | -13%
36. C#CCOCCOCCOCCNc1nc(N2CCN(C(=O)[C@H](CCCCN)n3cc([C@@H](N)C(C)CC)nn3)CC2)nc(N2CCN(C(=O)[C@H](Cc3ccc(O)cc3)n3cc([C@@H](N)C(C)CC)nn3)CC2)n1 (stereo not given in full)
    8%[9.22 µM] | nt | -1% | 12% | nt | nt | 9%[10 µM]
37. COC(=O)c1cc(C(=O)Nc2cccc(C)n2)cc([N+](=O)[O-])c1
    -13% | -5% | -2% | -1% | 0% | -5% | 16%[10 µM]
38. COc1c(C)cc(Br)cc1C(=O)O
    -5% | -7% | 4% | 9% | -2% | -13% | 1%[10 µM]
39. O=C(NC1CCCc2ccccc21)c1ccc(S(=O)(=O)N2CCOCC2)cc1 (stereo not given)
    3% | -4%[46 µM] | -1% | 6% | 1% | -3% | -26%
40. CCn1nc(NS(=O)(=O)c2ccccc2)c2cc3cccc(C)c3nc21
    12% | -2% | 19%[38.3 µM] | 18% | -1% | 38% | 0%
41. CCCCC1=CC2=C(c3ccco3)C(=O)C(C)(OC(=O)c3ccc(Cl)nc3)C(=O)C2=CO1 (stereo not given)
    nt | nt | 10% | -14% | -1% | -2% | -19%
42. Cc1ccn(-c2n[nH]c(C)c2[N+](=O)[O-])n1
    nt | 26%[46 µM] | 10% | -1% | 0% | 10% | nt
43. COc1ccc(C(=O)NCCc2ccc(F)cc2)cc1OC
    -1% | nt | 8% | 4% | 2% | 22% | -74%[inhibitor]
44. Cn1c(SCC(=O)c2c(N)n(C)c(=O)n(C)c2=O)nnc1-c1ccc(F)cc1
    -16% | ? | -1% | 4% | 1% | -9% | nt
45. Brc1ccc(COc2ncnc3ccccc23)cc1
    -2% | ? | 0% | 6% | -1% | 6% | -27%
46. CC1Cc2ccccc2N1C(=O)COC(=O)c1ccc(O)cc1 (stereo not given)
    -19%[9.22 µM] | nt | nt | 9% | nt | nt | 9%[10 µM]
47. Cc1ccccc1N1C(=O)CC2(CCCC2)CC1=O
    -11% | 22%[46 µM] | 4% | 4% | 11% | -43%[inhibitor] | ?
48. CCN(CC)C(=O)COC(=O)c1ccc(C)c(NC(=O)c2ccco2)c1
    -5% | 10%[46 µM] | -2% | 0% | 1% | -9% | 21%
49. CC(=O)Nc1ccccc1-c1nc2ccccc2nc1OCC(=O)c1ccc(Br)cc1
    17% | 3% | 10%[38.3 µM] | -1% | -4% | -20% | -8%
50. CCC(NC(=O)c1ccccc1NC(=O)c1ccccc1)C(=O)O (stereo not given)
    ? | -1% | 0%[38.3 µM] | -2% | -3% | -15% | -6%[10 µM]
51. O=S(=O)(O)c1cc(N=Nc2cccc3ccccc23)c(O)c2ncccc12
    nt | nt | -3% | nt | -12%[7.66 µM] | -8%[9.22 µM] | -7%[10 µM]

# High-throughput results: PubChem, National Center for Advancing Translational Sciences (NCATS)
